FBPA Giardia inh: inhibitors of Giardia lamblia fructose-1,6-bisphosphate aldolase; A8B2U2; purified Giardia FBPA; Potency, µM (top dose mostly 59.6 µM), inactives show at the highest dose activity, negative = inhibition, hits mostly inhibitors; 290,000 tested, 0.71% active; note: potency is the fitted concentration of half-maximal effect; nearly all actives have a fitted effect of over 55% in size
Target sequence (A8B2U2 whole entry, looked up): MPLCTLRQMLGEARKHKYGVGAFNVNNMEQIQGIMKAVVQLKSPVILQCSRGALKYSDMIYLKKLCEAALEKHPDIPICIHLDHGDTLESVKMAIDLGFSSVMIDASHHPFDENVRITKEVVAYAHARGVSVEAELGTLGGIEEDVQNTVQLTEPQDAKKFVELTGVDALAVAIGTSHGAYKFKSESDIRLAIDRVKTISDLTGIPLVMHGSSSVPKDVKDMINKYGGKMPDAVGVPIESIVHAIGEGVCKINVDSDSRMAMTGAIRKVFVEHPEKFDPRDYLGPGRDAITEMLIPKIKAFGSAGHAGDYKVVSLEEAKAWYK
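Giardia FBPA (40 nM reagent) was preincubated 10 min at RT with compound (up to 57.5 uM final), then substrate plus GAPDH/TPI/NAD/arsenate coupling system with diaphorase/resazurin was added; resorufin fluorescence (525/598 nm) was read after 20 min.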
Sm TGR inh: inhibitors of Schistosoma mansoni thioredoxin glutathione reductase. purified TGR, DTNB reduction, TNB absorbance 405 nm. AID 485364. Q962Y6. 360,000 tested, 3% active. Potency, µM (doses to about 114 µM), for inactives: at the top dose activity change, negative = inhibition, usual class: inhibitors; note: potency is the fitted concentration of half-maximal effect; nearly all actives have a fitted effect of over 60% in size
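TGR 20 nM + NADPH 100 uM (dispensed conc.), cpd preinc 15 min RT; start with NADPH (500 uM addition) then DTNB (15 mM addition). Kinetic TNB absorbance, 405 nm filter. Four-parameter Hill fit across titration.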
AmpC detergent: AmpC beta-lactamase inhibition with detergent present. P00811. AmpC hydrolysis of nitrocefin, absorbance 480 nm, 0.01% Triton. Potency, µM (series often up to 114 µM), inactives show at the top dose activity change, negative = inhibition, usual class: inhibitors. 370,000 tested, 0.041% active. AID 485294;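 note: potency is the fitted concentration of half-maximal effect; 0% = no-compound wells and -100% = no-enzyme wells; nearly all actives have a fitted effect of over 25% in size; some results filed as inactive show a strong effect at the top dose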
Target sequence (P00811 whole entry, looked up): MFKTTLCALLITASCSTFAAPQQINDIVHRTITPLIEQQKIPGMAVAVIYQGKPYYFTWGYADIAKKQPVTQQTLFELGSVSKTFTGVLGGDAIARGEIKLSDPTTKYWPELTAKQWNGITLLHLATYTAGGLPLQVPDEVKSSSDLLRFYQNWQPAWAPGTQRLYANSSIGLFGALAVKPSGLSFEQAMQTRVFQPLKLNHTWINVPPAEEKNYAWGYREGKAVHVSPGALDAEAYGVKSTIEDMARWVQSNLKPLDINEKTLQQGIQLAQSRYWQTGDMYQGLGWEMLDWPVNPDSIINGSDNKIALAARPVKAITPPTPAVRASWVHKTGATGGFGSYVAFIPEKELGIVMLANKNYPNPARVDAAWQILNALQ
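AmpC (5.3 nM in the dispensed reagent) in 20 mM phosphate pH 7.0 with 0.01% (detergent screen) or 0.0001% Triton X-100 was preincubated with compounds for 15 min at room temperature. Nitrocefin was then added from an 800 uM solution, and hydrolysis was followed at 480 nm.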
HCV inhibitor: blocks hepatitis C virus. Potency, µM (series often up to 41.8 µM), for inactives: at the highest dose activity change, negative = inhibition, actives largely listed as inhibitors. Huh7.5.1 HCVcc-Cre infection, luciferase reporter, 44 h. 340,000 tested, 3.4% active; note: potency is the fitted concentration of half-maximal effect
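Infectious HCVcc-Cre (~0.5 moi) was added to cells just after compound, with cells seeded 4 h earlier at 1,000 per well. Luciferase activity after 44 h culture reported infection; substrate was incubated 15 min at room temperature before reading.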
HCMV antiviral: human cytomegalovirus inhibition; HFF cells, HCMV-luciferase reporter, 72 h; stronger effect = lower value; activity change, negative = inhibition, % at 57.5 µM; 410,000 tested, 4.5% active; AID 1259415; in the data active = activity change below about -60%; inconclusive = no clear call, values can overlap the other calls; inactive = above about -39%
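After 16 h attachment at 37C, HFF cells received test compound and HCMV-luciferase (1 PFU/cell); reporter luminescence read 72 h later, data normalized against buffer-only and known inhibitor Salinomycin.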
AMA1 RON2 block: disrupts binding of P. falciparum AMA1 to RON2; AlphaScreen AMA1-biotinylated RON2 peptide binding; 360,000 tested, 0.2% active; AID 720542; Potency, µM (highest dose often 58.2 µM), without a hit: top-dose activity change, negative = inhibition, actives largely listed as inhibitors;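 note: potency is the fitted concentration of half-maximal effect; 0% = vehicle wells and -100% = peptide control; nearly all actives have a fitted effect of over 45% in size; some results filed as inactive show a strong effect at the top dose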
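AMA1 (3D7) with his tag at 25 nM final met compounds first, then biotinylated RON2 peptide at 25 nM; detection used donor plus acceptor beads, 10 µg/mL apiece, read by AlphaScreen after 30 min at room temperature.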
Starred values were filed as active, the others as inactive; u = inconclusive; x = no result given; & = joins results of further samples; [ ] = another dose, or the depositor's remark. Unless noted, calls come from the whole dose curve; as a rule, active = well fitted curve in the direction sought with a large enough effect; inconclusive = small, poorly fitted or top-dose-only effect, or another doubt; inactive = no such curve, though single readings can be large; an effect the other way counts as inactive or inconclusive. Unless noted, % is set by controls: 0 for no effect and ±100 for the full control effect.

SMILES	FBPA Giardia inh	Sm TGR inh	AmpC detergent	HCV inhibitor	HCMV antiviral	AMA1 RON2 block
COc1ccc(NC(=O)COc2ccc(-c3ccccc3)cc2)cc1	x	1%	0%	5%	1	-6%
Cn1c(N)c(C(=O)COC(=O)c2ccc3c(c2)OCCO3)c(=O)n(C)c1=O	0%	0%	-8%	-3%	21	-5%
Cc1cc(C)cc(NC(=O)CCn2ccnc2C)c1	1%	-3%	0%	8%	-2	-5%
COc1ccc(/C=C/C(=O)NC(=S)NNC(=O)c2ccco2)cc1OC	20%	-3%	5%	-24%	-19	129%[activator]
COc1ccc(C(=O)NC2CCN(C(=O)NC3CCCCC3)CC2)cc1	0%	5%	-9%	2%	-3	17%
O=C(c1cnc(N2CCN(c3ncccn3)CC2)c2ccccc12)N1CCN(c2ncccn2)CC1	1%	8%	3%	11µM*	u	9%
CCOC(=O)C1(Cc2ccccc2)CCCN(Cc2cccc(C(C)=O)c2)C1 (stereo unspecified)	0%	3%	6%	3%	-15	-24%
Cc1ccc(/C(N)=N/OC(=O)N2c3ccccc3Sc3ccccc32)cc1	x	x	x	2%	-19	11%
CC12CCC(C(=O)Nc3cccnc3)(CC1=O)C2(C)C (stereo unspecified)	4%	7%	0%	6%	6	-11%
CCCC#Cc1ccc2c(c1)COc1c3ccccc3nn1-2	x	-10%	u	-2%	14	7%
C=Cc1ccc(CSc2nc(-c3ccc(C)cc3)nc3c2Cc2c(CO)cnc(C)c2O3)cc1	x	-9%	-4%	x	-12	x
COc1ccc(CNCc2c(O)c(Cl)cc3c(C)c(C)c(=O)oc23)c(OC)c1	u	-3%	3%	10%	-70*	19%
COc1ccc(CNC(=O)c2cnc3sc(N4CCC(C)CC4)nn3c2=O)c(OC)c1	x	9%	3%	x	5	x
Cc1ccc(Sc2c([N+](=O)[O-])c(C)nn2C)cc1	6%	0%	-6%	-7%	3	-7%
CCOC(=O)CSc1nnc(CNC(=O)c2cccs2)n1CCc1ccccc1	3%	-3%	-7%	11%	2	2%
CCOC(=O)CSc1nnc(NC(=O)c2cccc(S(=O)(=O)N3CCCCC3)c2)s1	8%	-2%	u	15%&25%	54	-2%
CCCCNC(=S)N/N=C/c1cc(C)ccc1C	4%	6%	-10%	-8%	-3	-7%
OC(CNCC1COc2ccccc2O1)COCc1cccs1 (stereo unspecified)	0%	-13%	-2%	12%	-27	-23%
COC(=O)c1ccc(Cl)c(NC(=O)CN(c2ccc(OC)cc2)S(=O)(=O)c2ccccc2)c1	x	x	x	u	u	-9%
CCOc1cc(C(=O)NC)cc(Br)c1OC	0%	x	3%	-8%	9	-4%
C=CCNC(=O)CN(Cc1ccccc1)S(=O)(=O)c1ccccc1	-2%	5%	0%	2%	-21	-2%
CCCCN(C(=O)CC1CCCC1)c1c(N)n(CC(C)C)c(=O)[nH]c1=O	x	-2%	u	12%	4	11%
CC(=O)Nc1ccc(-c2nnc(SCC(=O)NCc3ccco3)n2C)cc1	2%	-16%	-10%	13%	14	28%
Cc1cc(C(=O)CSc2nc3ccccc3o2)c(C)n1CC1CCCO1 (stereo unspecified)	1%	-27%	-3%	u	-70*	-6%
CC1CCCC(C)N1C(=O)COc1ccc(F)cc1 (stereo unspecified)	8%	-1%[57.1 µM]	2%	10%	-7	1%

Single records, as listed above:
Entry for C=CCNC(=O)CN(Cc1ccccc1)S(=O)(=O)c1ccccc1 = FBPA Giardia inh = -2%; Sm TGR inh = 5%; AmpC detergent = 0%; HCV inhibitor = 2%; HCMV antiviral = -21; AMA1 RON2 block = -2%
Entry for COc1ccc(/C=C/C(=O)NC(=S)NNC(=O)c2ccco2)cc1OC = FBPA Giardia inh = 20%; Sm TGR inh = -3%; AmpC detergent = 5%; HCV inhibitor = -24%; HCMV antiviral = -19; AMA1 RON2 block = 129%[activator]
Entry for COC(=O)c1ccc(Cl)c(NC(=O)CN(c2ccc(OC)cc2)S(=O)(=O)c2ccccc2)c1 = FBPA Giardia inh = x; Sm TGR inh = x; AmpC detergent = x; HCV inhibitor = u; HCMV antiviral = u; AMA1 RON2 block = -9%

(continued)
SMILES	FBPA Giardia inh	Sm TGR inh	AmpC detergent	HCV inhibitor	HCMV antiviral	AMA1 RON2 block
O=C(c1cc(F)c(F)cc1Cl)N1CCN(CCc2ccccc2)CC1	4%	1%	2%	1%	7	-9%
Cc1ccc(/C=C(\C#N)C(=O)NC(C)C)o1	1%	2%	0%	0%	u	9%
CCOc1ccc(NC(=O)c2oc3ccccc3c2NC(=O)c2cc(C)cc(C)c2)cc1	x	9%	8%	x	-20	x
COc1ccccc1NC(NC(=O)c1cccnc1)C(Cl)(Cl)Cl (stereo unspecified)	-5%	0%	u	-22%	-39	-4%
NC(=O)c1ccsc1NC(=O)CSc1n[nH]c(N)n1	x	x	x	-12%	-8	-1%
Cc1cc(C)cc(N2C(=O)C3NN=C(C(=O)OCc4ccccc4)C3C2=O)c1 (stereo unspecified)	-4%	-9%	-4%	13%	33	-1%
O=C1OC(Nc2nccs2)c2ccccc21 (stereo unspecified)	0%	1%	-5%	-1%	-6	19%
Cc1cc(Cl)ccc1Oc1ncnc2onc(C)c12	3%	-1%	-9%	-12%	-21	-5%
CCCC(C(=O)NC1CCCC1)N(CC1CCCO1)C(=O)CNS(=O)(=O)c1ccc(F)cc1 (stereo unspecified)	4%	-11%	0%	19%	16	-3%
COc1ccc(OCC(=O)O/N=C(\N)Cc2ccc(Cl)cc2)cc1	2%	2%	u	5%	43	11%
COc1ccccc1COC(=O)c1ccc(S(=O)(=O)N2CCOCC2)cc1	x	18%	u	-11%	-2	0%
Cc1cc(C)n(CC(=O)NC2CCCCC2C)c(=O)c1C#N (stereo unspecified)	x	2%	0%	3%	-36	4%
Clc1nc(NCc2cccnc2)nc(N2CCOCC2)n1	4%	-5%	-7%	-6%	-3	-10%
Cc1nonc1CN(C)C(=O)CC1C(=O)NCCN1Cc1ccccc1C(F)(F)F (stereo unspecified)	-15%	-36%[57.1 µM]	2%	2%	-34	-2%
Cc1ccc(CSc2ncn(-c3ccccc3)n2)cc1	-7%	-4%	7%	12%	20	40%[activator]
CCCn1nc([N+](=O)[O-])c(C(C#N)c2nc3ccccc3o2)c(Cl)c1=O (stereo unspecified)	1%	2.2µM*	0%	-7%	-15	u
CCNC(=O)C1CCCN1S(=O)(=O)c1ccc(C)cc1 (stereo unspecified)	-5%	-4%	-6%	20%	-2	0%
COC(=O)c1ccc(Cn2c(SCc3ccccc3F)nc3ccncc32)cc1	x	-10%	-3%	x	14	x
COC(=O)CN(CCc1ccccc1)S(=O)(=O)c1ccc(OC)c(OC)c1	11%	0%	1%	20%	1	34%[activator]
CCC(C)(C)n1nnnc1CN1CCC(NC(=O)c2ccc(Br)cc2)CC1	2%	9%	-4%	u	-32	-3%
O=C(CCN1C(=O)/C(=C/c2ccccc2)SC1=S)NNC(=O)c1cccnc1	6%	-11%	-3%	5%	-2	54%[activator]
Cc1sc(NC(=O)c2ccco2)c(C(c2cccnc2)N2CCCC2)c1C (stereo unspecified)	0%	u	0%	13µM*	-62*	-4%
CCOc1ccc(-n2c(=O)c3sc4ccccc4c3n(Cc3ccc(F)cc3)c2=O)cc1	x	7%	8%	x	-2	x
Nc1c2c(nc3ccccc13)CSCC2	x	x	x	-5%	7	9%
CCCN(CCC)C(=O)CSc1nc2ccccc2c(=O)n1Cc1ccco1	x	-24%	9%	x	-21	x

The results go on.
SMILES	FBPA Giardia inh	Sm TGR inh	AmpC detergent	HCV inhibitor	HCMV antiviral	AMA1 RON2 block
COc1ccc(OC)c2[nH]c(=O)c(CCNC(=O)c3ccc(S(=O)(=O)N4CCCCC4)cc3)cc12	-13%	8%	1%	-23%	35	0%
CCOc1nc(-c2ccccc2)ccc1-c1noc(-c2cccs2)n1	0%	0%	-7%	1%	-13	3%
O=C(COc1ccccc1)NC(Cc1c[nH]c2ccccc12)C(=O)O (stereo unspecified)	4%	-5%	-11%	21%	20	-4%
Cc1nn(C)c(C)c1NC(=O)CCCSc1nc(-c2ccco2)cc(C(F)(F)F)n1	1%	-5%	-12%	2.2µM*	u	-5%
COc1ccc(CCNC(=O)c2cc(S(=O)(=O)N3CCCC3)cn2C)cc1OC	-6%	11%	-1%	u	1	0%
COC(=O)c1c(C)oc2c1cc(NS(=O)(=O)c1cccs1)c1ccccc12	-24%	u	-7%	u	65	-14%
O=C(COC(=O)CNC(=O)c1ccc(F)cc1)NC1CCCc2ccccc21 (stereo unspecified)	x	x	x	5%	0	u
COc1ccc(C(=O)OCc2cc3cccc(C)c3[nH]c2=O)cc1	2%	-2%	-2%	-4%	36	4%
O/N=C1\CCCc2ccccc21	-6%	26%	4%	6%	-1	-9%
OCCOCCN1CCN(C2=Nc3ccccc3Sc3ccccc32)CC1	0%&4%&-2%&-3%	2%&-3%	u	u	-9&-20	11%&2%
CCN1CCN(Cc2ccc(NC(=O)c3ccc(C)c(NC(=O)c4nccnc4N)c3)cc2C(F)(F)F)CC1	-7%	16%	-8%	10µM*	-73*	48%[activator]
O=C(NCCCN1CCN(C2CCCCC2)CC1)Nc1ccccc1C(F)(F)F	1%	15%	-1%	11%	x	0%
CC(C)CSc1nc2c(c(=O)[nH]c(=O)n2C)n1CCc1ccccc1	-1%	5%	-13%	-6%	41	7%
O=C(COC(=O)c1cccc2ccccc12)Nc1ncc(C(F)(F)F)cc1Cl	1%	8%	1%	13%	21	4%
O=C(COC(=O)c1ccc(NS(=O)(=O)c2cccs2)cc1O)Nc1ccc(F)cc1	6%	2%	-2%	u	11	11%
O=C(O)c1ccc2c(c1)ncn2C1CCCCC1	2%	1%	2%	23%	12	2%
CC[N+](CC)(CC)CCCCOc1ccc2c(c1)C(=O)c1cc(OCCCC[N+](CC)(CC)CC)ccc1-2	-9%	20µM*	1%	u	u	-5%
COc1ccc(C2C3=C(OC(C)=O)c4ccccc4C3=Nc3c2c(=O)n(C)c(=O)n3C)cc1 (stereo unspecified)	-1%&2%	-7%&11%	u	13%&0%	-2	-6%
O=C(c1ccco1)N1CCN(c2nc3ccccc3c(=O)n2-c2ccccc2)CC1	-1%	-18%	u	21%	-10	-8%
C/C(=N\NC(=O)COc1ccc(C(C)(C)C)cc1)c1ccc2c(c1)OCCO2	-8%	-1%	-9%	-12%	2	24%
COc1ccc(NC(=O)CCC(=O)Nc2nnc(C3CCCCC3)s2)cc1	1%	-2%	1%	16%	3	-4%
COc1cc(CN2CCCCCC2)c([N+](=O)[O-])cc1OC	u	-2%	-8%	13%	8	-5%
COc1ccc(N2CCN(C(c3cccs3)C(C)NS(=O)(=O)c3ccccc3)CC2)cc1 (stereo unspecified)	-2%	-9%	-15%	u	4	u
Cc1cccc(-c2nc(SCc3cc(=O)c4c(C)cc(C)cc4[nH]3)n[nH]2)c1	x	-3%	-2%	x	-31	x
Cc1ccc(C(=O)Nc2cccc3ncccc23)cc1[N+](=O)[O-]	-4%	4%	-12%	-18%	-21	-7%

Assay outcomes deposited in PubChem BioAssay by National Center for Advancing Translational Sciences (NCATS).
